Source: PubChem BioAssay
KB-V1 cytotox = kills drug-selected multidrug resistant KB-V1 cells; KB-V1 MDR cells viability, CellTiter-Glo, 72 h; Potency, µM (highest dose often 46.1 µM), for the others: top-dose activity change, negative = cytotoxicity, most hits filed as cytotoxic; 400,000 tested, 3.4% active; AID 1347076; also: potency is read from the fitted curve at half-maximal effect; % is scaled to controls: 0 for no effect and ±100 for the full control effect; nearly all actives have a fitted effect of over 60% in size
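Following 72 h at 37 degrees C with compound, KB-V1 cell viability was read by CellTiter-Glo luminescence, medium being phenol-red-free DMEM plus 10% FBS; concentration-response parameters came from normalized, curve-fitted qHTS data.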
KB-3-1 cytotox = KB-3-1 parental cell cytotoxicity. KB-3-1 viability, CellTiter-Glo ATP luminescence, 72 h. Potency, µM (highest dose often 46.1 µM), inactives show top-dose activity change, negative = cytotoxic, usual class: cytotoxic. 400,000 tested, 1.4% active. AID 1347075; also: potency is read from the fitted curve at half-maximal effect; % is scaled to controls: 0 for no effect and ±100 for the full control effect; nearly all actives have a fitted effect of over 60% in size
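Screening of KB-3-1 cells (DMEM, 10% FBS, phenol-red free) ran from lowest to highest compound concentration; after 72 h at 37 °C viability was read luminescently and curves fitted.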
DRD3 agonist = activates the human D3 dopamine receptor; P35462; D3R DiscoveRx beta-arrestin cells, luminescence, 90 min; max activation, %; 410,000 tested, 0.58% active; AID 652048; in the data active = max activation above about 30%; also: 0% is about no effect; mostly tested at two doses, the higher about 12 µM
Target sequence (P35462 whole entry, looked up): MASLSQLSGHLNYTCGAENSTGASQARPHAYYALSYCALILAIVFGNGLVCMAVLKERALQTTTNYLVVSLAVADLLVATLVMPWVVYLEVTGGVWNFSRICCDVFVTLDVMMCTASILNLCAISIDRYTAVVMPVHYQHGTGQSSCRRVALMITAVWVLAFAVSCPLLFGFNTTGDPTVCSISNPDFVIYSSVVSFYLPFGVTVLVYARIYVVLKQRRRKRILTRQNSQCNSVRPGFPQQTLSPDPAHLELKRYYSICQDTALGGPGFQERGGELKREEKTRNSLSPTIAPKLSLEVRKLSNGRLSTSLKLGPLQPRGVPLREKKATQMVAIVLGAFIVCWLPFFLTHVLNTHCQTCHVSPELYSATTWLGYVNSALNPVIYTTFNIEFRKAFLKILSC
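Agonist-mode cell screen: cells plated at 1500/well and incubated overnight at 37 °C, then exposed to library compounds for 90 min at 37 °C. Detection reagent was added for 30–60 min at room temperature, and luminescence was read.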
HT1080 IDH1KD tx = toxicity to HT-1080 IDH1 knockdown cells (counter line) | 360,000 tested, 2% active | Potency, µM (titrated, usually from 46.1 µM), for the others: top-dose activity, negative = toxicity, hits mostly cytotoxic | HT-1080 IDH1 knockdown viability, ATP luminescence, 48 h;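 also: potency is read from the fitted curve at half-maximal effect; 0% = DMSO wells and -100% = cell-free medium wells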
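In this qHTS, HT-1080 cells depleted of IDH1 are exposed for 48 h at 37 °C to compound titrations. Toxicity is scored from CellTiter-Glo luminescence, with DMSO as full viability and medium alone as none.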
HT1080-NT tox = kills 2HG-producing HT-1080-NT fibrosarcoma cells; HT-1080-NT fibrosarcoma viability, CellTiter-Glo ATP luminescence, 48 h; Potency, µM (highest dose often 46.1 µM), for inactives: at the top dose activity, negative = less viability, actives largely listed as cytotoxic; 360,000 tested, 1.6% active; AID 686970;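 also: NT is the 2HG producing partner of a matched IDH1 knockdown line; potency is read from the fitted curve at half-maximal effect; 0% = DMSO-treated cells and -100% = media-only wells without cells; nearly all actives have a fitted effect of over 55% in size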
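Compounds were tested in concentration-response format on HT-1080-NT cells for 48 hours at 37 degrees C. Cell viability came from CellTiter-Glo luminescence; curves were classified by r2, response magnitude and activity.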
DRD3 antagonist = blocks the human D3 dopamine receptor; P35462; D3R cells, DiscoveRx beta-arrestin luminescence, antagonist mode; stronger effect = lower value; max response, negative = inhibition, %; 360,000 tested, 2.5% active; AID 652054; in the data active = max response below about -50%; inconclusive = no clear call, values can overlap the other calls; also: % is scaled to controls: 0 for no effect and ±100 for the full control effect; mostly tested at two doses, the higher about 12 µM
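Cells expressing the human receptor were seeded at 1500 cells/well, incubated overnight at 37 degrees C in 5% CO2, then exposed to library compounds with dopamine controls for 90 minutes at 37 degrees C before luminescent detection.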
SW480 rereplic = inducers of DNA re-replication in SW480 colon cancer cells; SW480 DNA re-replication, Hoechst DNA content imaging, 48 h; Potency, µM (doses to about 46.1 µM), for inactives: at the highest dose re-replication activation, actives largely listed as activators; 340,000 tested, 1.8% active; also: potency is read from the fitted curve at half-maximal effect; % of control where 0% means no effect; nearly all actives have a fitted effect of over 55% in size
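Image-based read-out: total Hoechst fluorescence of nuclei (405 nm excitation, 500-530 nm emission), with hits raising the fraction of high-intensity nuclei. SW480 colon cells incubated 48 hr with compounds at 37 C.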
IL-1B inflam inh = inhibitors of inflammasome signaling (IL-1 beta secretion); THP-1 LPS/ATP IL-1B secretion, AlphaLISA, 16 h; stronger effect = lower value; activity change, % at 57.5 µM; 360,000 tested, 4.7% active; AID 743279; in the data active = activity change below about -50%; inconclusive = mostly about -30% to -49%; also: % is scaled to controls: 0 for no effect and ±100 for the full control effect
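THP-1 cells pretreated 1 hr with compounds (up to 57.5 uM final), then stimulated with LPS (250 ng/mL final) plus ATP (1.25 mM final); secreted IL-1B measured by AlphaLISA after 16 hr, decreased signal indicating inhibition.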
GLP-1R agonist = activates the human GLP-1 receptor; P43220; HEK293 GLP-1R CRE-luciferase, luminescence, 4-6 h; cells express a hypersensitive GLP-1R form; Potency, µM (doses to about 45.6 µM), for inactives: top-dose activation, most hits filed as activators; 380,000 tested, 0.007% active; AID 624172; also: potency is read from the fitted curve at half-maximal effect; % of control where 0% means no effect
Target sequence (P43220 whole entry, looked up): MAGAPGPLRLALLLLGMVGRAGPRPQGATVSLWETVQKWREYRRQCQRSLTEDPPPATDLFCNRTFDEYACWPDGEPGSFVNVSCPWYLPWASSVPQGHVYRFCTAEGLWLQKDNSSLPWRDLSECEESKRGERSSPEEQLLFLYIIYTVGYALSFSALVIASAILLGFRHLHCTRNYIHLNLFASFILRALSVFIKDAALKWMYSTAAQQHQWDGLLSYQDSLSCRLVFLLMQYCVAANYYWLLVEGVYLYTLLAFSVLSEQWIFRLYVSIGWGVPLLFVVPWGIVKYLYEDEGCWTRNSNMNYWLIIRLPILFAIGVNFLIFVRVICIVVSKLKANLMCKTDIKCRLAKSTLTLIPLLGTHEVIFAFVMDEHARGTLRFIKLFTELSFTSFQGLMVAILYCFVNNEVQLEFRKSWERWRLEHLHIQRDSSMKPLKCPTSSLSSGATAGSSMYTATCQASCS
* marks the source's active call; other numbers are inactive results; ? = inconclusive; . = not tested or not shown; & = joins results of further samples; [ ] = dose if it differs, or a comment. Unless noted, calls follow the shape of the dose curve; as a rule, active = well fitted curve in the direction sought with a large enough effect; inconclusive = small, poorly fitted or top-dose-only effect, or another doubt; inactive = no such curve, though single readings can be large; an effect the other way counts as inactive or inconclusive.

SMILES	KB-V1 cytotox	KB-3-1 cytotox	DRD3 agonist	HT1080 IDH1KD tx	HT1080-NT tox	DRD3 antagonist	SW480 rereplic	IL-1B inflam inh	GLP-1R agonist
Cc1cccc(C(=O)NC(=S)NC(C)c2ccccc2)c1 (stereo not drawn)	-11%	-7%	-1	-2%	0%	-26	14%	8	10%
CN1CCN(c2ncnc3c2ncn3[C@H]2CN(Cc3ccc(-c4ccccc4)cc3)C[C@@H](CO)O2)CC1	1%	-1%	-3	9.2µM*	18µM*	11	.	-4	8%
Cc1cc(NC(=O)COC(=O)CCC(=O)c2ccc(F)cc2)no1	?	24%	3	24%	22%	-7	-5%	0	-7%
COc1cc(CC(=O)OCC(=O)Nc2ccc3c(c2)OCO3)cc(OC)c1OC	22%	0%	1	4%	-5%	1	3%	24	5%
Cc1ccc2c(c1)nnn2C1CCN(CC(=O)NCCc2ccccc2)CC1	?	-24%	-19	4%	-1%	-30	?	-68*	4%
CCc1c(C2(O)CCCCC2)[nH]c2cc(C(F)(F)F)ccc12	?	?	-24	?	?	-8	11%[9.22 µM]	0	0%
CCN(CC(=O)NCc1ccco1)S(=O)(=O)c1ccc(OC)cc1	-6%	-5%	-3	7%	6%	19	-6%	-8	-8%
O=S(=O)(c1ccc(Br)cc1)n1ccc2ccccc21	-4%	0%	2	3%	4%	-14	1%	-2	-4%
COc1ccccc1-c1ccc(=O)n(CC(=O)NCC2CCCO2)n1 (stereo not drawn)	?	9%	1	14%	3%	2	2%	31	-4%
CN1CCN(c2ccc([N+](=O)[O-])c(-n3nc(-c4ccccc4)c4ccccc4c3=O)c2)CC1	13µM*	?	2	?	?	-53*	9%	?	2%
Cc1cc(C)c(OCC(=O)Nc2ccc(S(=O)(=O)N3CCCC3)cc2)c(C)c1	?	?	1	-23%	?	4	?	-29	-9%
Cc1cccn2c(=O)c(/C=C(\C#N)C(N)=O)c(N3CCN(c4cccc(Cl)c4)CC3)nc12	11%	-15%	1	?	-28%	6	-25%	-28	11%
CCOC(=O)C1=C(CC)Nc2ccccc2N=C1NC(=O)CCN1C(=O)C2CCCCC2C1=O (stereo not drawn)	?	?	-5	3%	-23%	3	15%	0	4%
CC(C)C(NC(=O)C1CCCCC1)C(=O)NCCc1ccccc1 (stereo not drawn)	-4%	0%	-19	8%	10%	-28	-10%	-9	-9%
COc1cccc(OC)c1C(=O)NN1CCCCC1	14%	4%	5	-15%	4%[9.24 µM]	13	-1%	0	-13%
CCSc1ncnc2c1sc1nc3c(cc12)COC(C)(C)C3	?	1%	-6	0%	-1%	6	-5%	-9	9%
C=CCC1(CC=C)CCCN1C(=O)c1cc(COc2cccc(C(F)(F)F)c2)on1	?	?	-1	-23%	-2%	-16	5%	-9	4%
Cc1cc(=O)oc2cc(OCC(=O)Nc3cccc(S(=O)(=O)N(C)C)c3)ccc12	11%	9%	3	-1%	13%	8	-4%	4	-14%
CCn1cc(C(=O)NCCc2ccc(OC)cc2)c(=O)c2ccc(C)nc21	-19%	-2%	-3	17%	12%	-20	-1%	7	7%
CCCNc1c(NS(=O)(=O)c2cccs2)c(=O)oc2ccccc12	?	0%	-3	-6%	9%	1	39%	20	3%
Cc1ccc(NC(=O)COc2ccc(Br)cc2CO)cc1S(=O)(=O)N1CCOCC1	-1%	-28%	4	-1%	-4%	9	-14%	-29	3%
Cn1/c(=N/NC(=O)c2cccc(OC(F)F)c2)sc2ccccc21	-26%	1%	0	0%	12%	1	-2%	-1	-1%
CN(Cc1ccc(C(F)(F)F)cc1)C(=O)C1CCC(=O)N(C2CC2)C1 (stereo not drawn)	5%	28%	6	1%	-1%	4	-2%	-20	-5%
CCCC(=O)N1CCCC(c2nc(-c3cccs3)no2)C1 (stereo not drawn)	-11%	9%	1	7%	16%	0	-1%	-14	-7%
COc1ccc(NS(=O)(=O)c2cccc(C(=O)N(C)Cc3cccs3)c2)cc1	-18%	?	-3	0%	-5%	6	-5%	5	-1%
Cc1ccc(S(=O)(=O)N2[C@@H](c3ccc(Cl)cc3)C(C(=O)O)=CC[C@H]2c2ccc(Cl)cc2)cc1	11%	-8%	-24	-6%	0%	-28	-1%	0	-4%
CN(C)S(=O)(=O)Nc1cccc(NC(=O)CC23CC4CC(CC(C4)C2)C3)c1	-4%	-2%	-4	-27%	-23%	8	1%	-73*	20%
CCOC(=O)Cc1csc(NC(=O)CN2C(=O)c3ccccc3C2=O)n1	31%	8%	10	-1%	5%	9	-6%	8	-3%
CC1CCN(c2ccc(NC(=O)Cn3c(=O)oc4ccccc43)cc2)CC1	-12%	0%	-6	1%	22%	6	29%	-2	0%
COc1ccc(S(=O)(=O)NCCc2ccccc2)c2cccnc12	12%	0%	6	1%	2%	4	-23%	12	4%
CC1=CC(C)(C(Cl)(Cl)Cl)C(C)=CC1=NO (stereo not drawn)	12%	-1%	-10	-7%	-22%	-55*	.	-24	13%
CCOc1ccc(OCC(=O)OCC(=O)NNC(=O)c2ccc([N+](=O)[O-])cc2)cc1	19%	14%	-19	-2%	4%	?	-518%[inhibitor]	6	5%
O=C(COC(=O)C1=Cc2ccccc2OC1)NC1CCCC1	19%	-6%	-3	4%[9.24 µM]	-13%	-4	-3%	9	-2%
C[C@H](NC(=O)c1ccccc1)C(=O)OCC(=O)c1c[nH]c2ccccc12	?	-5%	0	-5%	0%[9.24 µM]	-7	7%	28	12%
Cc1ccc(C(=O)CSc2nc3ccccc3c(=O)n2N)o1	12µM*	-16%	1	1%	8%	2	-4%	11	-10%
O=C(NNC(=S)Nc1cccc(Cl)c1)c1ccccc1	14%	4%	-2	?	-7%	0	?	17	-3%
CC1CC1C(=O)OCC(=O)Nc1ccc(N=Nc2ccccc2)cc1 (stereo not drawn)	-18%	6%	-2	1%	10%	-29	-11%	-12	-1%
O=C(CSc1nc(-c2cccs2)cc(C(F)(F)F)n1)Nc1ccccc1Cl	7%	13%	-8	.	.	.	.	.	0%
O=C(O)c1cc(S(=O)(=O)N2CCCCCC2)ccc1Cl	-12%	-1%	-10	-6%	7%	-16	-3%	-10	-7%
COC(=O)c1ccc(OCC(=O)NCCC2=CCCCC2)c(OC)c1	-9%	-1%	1	9%	-6%	-4	-7%	-27	12%
CN(C)C(=O)c1ccc(Nc2nnc(-c3ccc(O)cc3)c3ccccc23)cc1	0%	16%	-11	2%	14%	-6	-4%	-55*	17%
O=C(Nc1ccc([N+](=O)[O-])cc1)c1ccc(S(=O)(=O)N2CCCC2)cc1	1%	-20%	-13	-8%	-4%	-21	0%	9	15%
COc1cccc(OC)c1NC(=O)Cn1nc(-c2ccc3c(c2)OCCO3)ccc1=O	-15%	-4%	-4	1%	3%	-15	-10%	15	5%
CC(OC(=O)c1ccc(NC(=O)CC#N)cc1)C(=O)Nc1ccc(S(=O)(=O)N2CCCC2)cc1 (stereo not drawn)	-7%	1%	0	-9%	0%	3	.	-26	-2%
CCCCNC(=O)Cn1cnc2sc(C(=O)OCC)c(C)c2c1=O	1%	18%	-3	-2%	-5%	-18	-1%	-10	-9%
Cc1ccc(/C=C/C(=O)NCC2COc3ccccc3O2)o1 (stereo not drawn)	1%	12%	-4	-4%	-1%	-11	-3%	-53*	5%
CN(Cc1ccccc1NS(=O)(=O)c1ccc2ccccc2c1)C1CCCCC1	-3%	-18%	-9	-21%	-21%	-8	16%	12	-5%
Cc1cc(N2CCN(C)CC2)nc2ccc(NC(=S)N3CCN(c4ccc(F)cc4)CC3)cc12	-7%	-1%	-9	?	?	-18	?	212	0%
CCOc1ccc(OCCCC(=O)ON=C(N)c2ccccc2Cl)cc1	7%	-7%	8	0%	-1%	-11	-8%	-7	7%
Cc1ccc(NC(=O)C(=O)NCC2CCCN2S(=O)(=O)c2cccs2)c(C)c1 (stereo not drawn)	-9%	-11%	2	-11%	-2%	0	3%	-10	9%
O=C(Nc1ccc(N2CCOCC2)c(Cl)c1)c1ccc(Br)o1	?	3%	1	-8%	?	85	1%	-74*	0%
Cn1c(N2CCOCC2)nc2c1c(=O)n(Cc1ccc(Cl)c(Cl)c1)c(=O)n2C	-9%	-13%	7	-26%	-24%	47	0%	-20	5%
Nc1cc2c(cc1Cl)-c1ccc(Cl)cc1C2	-25%	-13%	-17	-21%	-9%	-24	25%	-20	-5%
CC(=O)Nc1ccc(C2=NN(C)C(=NCc3ccccc3)SC2)cc1	?	11%	-5	-15%	-12%	11	-2%	?	6%
CCN(CC)CCNC(=O)c1ccc(Cl)c(S(=O)(=O)Nc2ccc(Cl)cc2)c1	?	20%&1%	-18&-21	16%&3%	15%&-18%	-56*	-9%&-1%	-9&-4	10%&-9%
CCN(Cc1nc(-c2ccc(OC)c(OC)c2)no1)C(=O)c1ccc2c(c1)OCO2	?	24%	-27	-3%	-4%	13	-7%	10	21%
Cc1ccc(NC2CCCN(C(=O)c3cccnc3)C2)cc1C (stereo not drawn)	11%	6%	2	9%	1%	13	4%	34	4%
N#Cc1nc(-c2cccc3ccccc23)oc1N	-1%	0%	.	.	.	.	0%	.	5%
O=C(O)CCCC(=O)Nc1c(F)c(F)c(F)c(F)c1F	9%	3%	2	20%	?	1	2%	18	-14%

2 of the compounds above, in CSV form:
SMILES,KB-V1 cytotox,KB-3-1 cytotox,DRD3 agonist,HT1080 IDH1KD tx,HT1080-NT tox,DRD3 antagonist,SW480 rereplic,IL-1B inflam inh,GLP-1R agonist
CC(OC(=O)c1ccc(NC(=O)CC#N)cc1)C(=O)Nc1ccc(S(=O)(=O)N2CCCC2)cc1 (stereo not drawn),-7%,1%,0,-9%,0%,3,.,-26,-2%
CCCCNC(=O)Cn1cnc2sc(C(=O)OCC)c(C)c2c1=O,1%,18%,-3,-2%,-5%,-18,-1%,-10,-9%
